Screening data from PubChem BioAssay.
Lamin A splicing: modulators of lamin A splicing; Potency, µM (series often up to 46.1 µM), without a hit: at the highest dose ratio change, negative = inhibition, hits mostly inhibitors; HeLa LMNA splicing GFP/RFP minigene ratio, 48 h; AID 1487; 0.01% of 200,000 active; active = well fitted inhibition curve with a large enough effect in the signal ratio, with a control signal flat, not every such curve was filed as active; inconclusive = small, poorly fitted or top-dose-only effect, or effect the other way, or a change in a side signal; the % refers to the signal ratio; note: potency is the fitted concentration of half-maximal effect; % is set by controls: 0 for no effect and ±100 for the full control effect
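S3 HeLa cells stably expressing lamin A-EGFP splicing minigene plus DsRed2, 600 cells/well, 48 h compound exposure at 37C. Laser-scanning cytometry; analysed as GFP (500-530 nm)/RFP (575-640 nm) total intensity ratio; 0.5% DMSO vehicle.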
Epigenetic reg: epigenetic control regulation, reporter derepression; murine LDR cells, GFP reporter derepression, 30 h; Potency, µM (titrated, usually from 53.9 µM), for the others: at the highest dose GFP activation, actives largely listed as activators; 0.2% of 280,000 active; AID 1865; note: potency is the fitted concentration of half-maximal effect; % of control where 0% means no effect; nearly all actives have a fitted effect of over 60% in size
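Murine LDR cells bearing a silenced CMV-driven GFP reporter were exposed to compound for 30 h at 37 C. After PBS washes, GFP-positive cells (20-120 um objects) counted by laser-scanning microplate cytometry.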
NPSR antag: blocks cAMP signaling of the human neuropeptide S receptor; Q6W5P4; CHO-NPSR cells, cAMP TR-FRET, antagonist mode; Potency, µM (highest dose often 38.3 µM), inactives show at the top dose activity change, negative = inhibition, hits mostly inhibitors; 1% of 220,000 active; AID 1461; note: potency is the fitted concentration of half-maximal effect; % is set by controls: 0 for no effect and ±100 for the full control effect; nearly all actives have a fitted effect of over 50% in size; many of its hits are not listed in these tables
CBFb-RUNX1 inh: CBF-beta/RUNX1 interaction disruption. AlphaScreen CBFb-His/RUNX1-biotin binding, biochemical. Q01196+Q13951. Potency, µM (series often up to 59.8 µM), inactives show top-dose activity, negative = inhibition, actives largely listed as inhibitors. 230,000 tested, under 10 active; note: % of control where 0% means no effect
Target sequence (Q01196 whole entry, looked up): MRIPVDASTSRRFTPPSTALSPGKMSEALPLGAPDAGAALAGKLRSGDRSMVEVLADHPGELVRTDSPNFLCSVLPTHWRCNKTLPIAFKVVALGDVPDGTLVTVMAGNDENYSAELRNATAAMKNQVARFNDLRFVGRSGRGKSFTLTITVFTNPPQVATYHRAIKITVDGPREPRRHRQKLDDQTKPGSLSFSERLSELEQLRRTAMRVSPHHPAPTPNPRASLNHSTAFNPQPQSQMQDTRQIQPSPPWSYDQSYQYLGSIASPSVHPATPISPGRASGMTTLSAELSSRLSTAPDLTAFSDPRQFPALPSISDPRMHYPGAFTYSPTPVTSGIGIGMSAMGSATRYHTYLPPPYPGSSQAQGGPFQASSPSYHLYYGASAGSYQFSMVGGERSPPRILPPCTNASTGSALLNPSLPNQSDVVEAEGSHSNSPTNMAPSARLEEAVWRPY
Target sequence (Q13951 whole entry, looked up): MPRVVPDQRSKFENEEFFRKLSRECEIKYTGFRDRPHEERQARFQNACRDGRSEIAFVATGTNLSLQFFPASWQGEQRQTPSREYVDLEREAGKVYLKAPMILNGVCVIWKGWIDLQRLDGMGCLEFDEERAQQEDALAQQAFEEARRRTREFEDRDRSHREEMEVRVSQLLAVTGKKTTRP
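CBFb-His/RUNX1-biotin, 30 nM each, preincubated 20 min RT; compound 15 min RT; Ni + streptavidin beads 50 ng each, 90 min RT; AlphaScreen read.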
IMPase Li inh: cell-permeable IMPase inhibitors with lithium potentiation; CHO-M1 cells, IP1 TR-FRET (IP-One), carbachol + lithium; 0.35% of 210,000 active; Potency, µM (top dose mostly 59.4 µM), without a hit: at the top dose activity, negative = IMPase inhibition, actives largely listed as inhibitors;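 note: IP1 builds up when IMPase is blocked and the TR-FRET signal falls; potency is the fitted concentration of half-maximal effect; plate controls were basal vehicle for no effect and high inhibitor control for full effect; nearly all actives have a fitted effect of over 50% in size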
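Concentration–response in CHO-M1 cells, lithium-potentiated; 30 min at 37C. IP1 detected by competitive TR-FRET after 10 min lysis at RT. Hill-fitted AC50.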
KinaseGlo FLuc: blocks Kinase-Glo luciferase, a counter-screen artifact | Potency, µM (doses to about 38.3 µM), without a hit: top-dose activity change, negative = inhibition, actives largely listed as inhibitors | AID 1379 | Q27757 | 0.28% of 200,000 active | Kinase-Glo luciferase, ATP luminescence, 8 min; note: potency is the fitted concentration of half-maximal effect; % is set by controls: 0 for no effect and ±100 for the full control effect; nearly all actives have a fitted effect of over 60% in size
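Kinase-Glo luciferase light output from ATP and luciferin was measured with 10 uM ATP, within the enzyme's linear range. Buffer: 50 mM imidazole pH 7.2, 50 mM KCl, 7 mM MgCl2, 0.01% Tween 20, 0.05% BSA; luminescence read after 8 min at ambient temperature.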
aGal spleen mod: inhibitors or activators of human alpha-galactosidase in spleen homogenate; human spleen homogenate, 4MU-alpha-Gal fluorescence, 40 min; Potency, µM (highest dose often 80 µM), for the others: top-dose activity change, negative = inhibition, actives largely listed as inhibitors; AID 2107; 0.008% of 240,000 active; P06280;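 note: potency is the fitted concentration of half-maximal effect; 0% = enzyme with vehicle and -100% = no enzyme basal signal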
Target sequence (P06280 32-429 limits assumed): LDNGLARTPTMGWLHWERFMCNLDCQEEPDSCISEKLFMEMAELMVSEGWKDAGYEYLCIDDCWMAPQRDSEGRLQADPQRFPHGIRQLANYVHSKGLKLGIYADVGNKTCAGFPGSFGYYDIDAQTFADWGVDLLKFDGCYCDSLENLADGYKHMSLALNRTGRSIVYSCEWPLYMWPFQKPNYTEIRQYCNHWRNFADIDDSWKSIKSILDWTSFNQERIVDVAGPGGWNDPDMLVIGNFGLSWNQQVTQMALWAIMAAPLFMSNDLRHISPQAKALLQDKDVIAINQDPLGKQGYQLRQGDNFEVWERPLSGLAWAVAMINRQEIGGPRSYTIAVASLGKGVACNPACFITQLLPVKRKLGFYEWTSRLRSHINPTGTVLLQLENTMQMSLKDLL
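Inhibition or activation of alpha-galactosidase in human spleen homogenate is scored by 4-MU fluorescence after 40 min at 37C, pH 5.0, with 1 mM substrate. AC50s come from concentration-response fitted to the Hill equation.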
* hit, by the source's call; ? = inconclusive; . = not tested or not shown; & = joins results of further samples; [ ] = another dose, or the depositor's remark. Unless noted, calls come from the whole dose curve; as a rule, active = well fitted curve in the direction sought with a large enough effect; inconclusive = small, poorly fitted or top-dose-only effect, or another doubt; inactive = no such curve, though single readings can be large; an effect the other way counts as inactive or inconclusive. The list is partial, so the mix of outcomes need not match the whole.

SMILES | Lamin A splicing | Epigenetic reg | NPSR antag | CBFb-RUNX1 inh | IMPase Li inh | KinaseGlo FLuc | aGal spleen mod
CCOC(=O)c1cn2nc(Oc3ccc(C#N)cc3)ccc2n1 | . | 0.0% | -3% | 8% | . | . | -6%
COc1ccc(NC(=O)c2ccccc2NC(=O)CSc2ccccc2)cc1 | -11% | 0.9% | -4%[46.1 µM] | -3% | . | . | 5%
CCCCNc1nc(=S)[nH]c2cc(OC)c(OC)cc12 | -17% | 3.1% | 1%[46.1 µM] | 1% | 20%[38.3 µM] | -2% | -2%
O=C(c1ccc(COc2ccc(F)cc2)o1)n1cccn1 | 2% | 3.8% | -7%[46.1 µM] | -2% | -16%[38.3 µM] | -1% | 12%
O=[N+]([O-])c1ccc(NCCCN2CCOCC2)c(Cl)c1 | 8% | 1.9% | -7%[46.1 µM] | 5% | 1%[38.3 µM] | -2% | -6%
O=C(O)c1ccccc1O | -3% | -0.4%&0.2%&-1.3% | 22% | 7%&9%&8% | 4%&5%&5% | 2% | 12%&-1%&14%
NS(=O)(=O)c1ccc(Nc2nc(-c3ccc(O)cc3)cs2)cc1 | -20% | 1.4% | -15%[46.1 µM] | -6% | 22%[38.3 µM] | -2% | -11%
Cc1ccc(-c2csc3ncnc(OCC(=O)NC(=O)NCc4ccco4)c23)cc1 | 11% | -1.1% | -28%[46.1 µM] | -19% | 2%[38.3 µM] | -3% | -7%
O=C(C1=C[C@H](c2csc3ccccc23)C[C@H](OCCCCO)O1)N1CCOCC1 | . | 0.1% | -3% | 0% | -2% | . | -10%
CCCCn1c(N)c(N(CC)C(=O)c2cccc(OC)c2)c(=O)[nH]c1=O | . | 1.5% | -9% | 14% | 4% | -2% | -11%
Cc1nc2c(F)c(F)c(C(F)(F)F)c(F)c2[nH]1 | 5% | 4.9% | 20%[46.1 µM] | 4% | 11%[38.3 µM] | 2% | 10%
COc1cccc(NC(=O)c2ccccc2-c2nc(-c3ccc(F)cc3)no2)c1 | -13% | -0.8% | -16%[46.1 µM] | 0% | 15%[38.3 µM] | -1% | -6%
C=CCOc1ccc(C2CC(C)=NN2c2ccccc2)cc1 (stereo not given) | ? | -0.9% | -16% | 12% | 9% | 0% | -11%
O=C(CSc1nnc(-c2ccc(Cl)s2)o1)N1CCCc2ccccc21 | 3% | 1.5% | -11%[46.1 µM] | 0% | 11%[38.3 µM] | 2% | 9%
CC(C)c1nnc(NC(=O)CSc2ccccc2)s1 | -14% | 1.4% | -1%[46.1 µM] | 2% | 22%[38.3 µM] | -2% | -5%
O=C(CCCOc1ccc(Cl)cc1Cl)N/N=C/c1ccccc1 | -3% | 1.1% | -1% | 4% | 1% | -1% | 3%
O=c1cnn([C@@H]2O[C@H](CO)[C@@H](O)[C@H]2O)c(=O)[nH]1 | ? | 1.2% | 19% | 9% | -8% | -3% | 6%
CN(C)c1cccc(C(=O)OCC(=O)N2CCc3ccccc3C2)c1 | ? | 1.3% | -14% | -5% | -7% | 0% | 3%
CCOC(=O)C1CCN(CC(=O)N(CC(C)C)c2c(N)n(CC(C)C)c(=O)[nH]c2=O)CC1 | . | -2.2% | 30% | -29% | ? | 6% | -5%
COC(CNC(=O)c1coc2nc3ccccc3nc12)OC | . | 0.9% | -16% | 18% | . | . | ?
COc1cccc(Nc2ncccc2C(=O)NCc2ccccc2)c1 | 8% | ? | -18%[46.1 µM] | -1% | 24%[38.3 µM] | -3% | -19%
COc1ccc(C(=O)NC2CC3CCCC(C2)N3CC(C)C)cc1OC (stereo not given) | -2% | 0.8% | 2%[46.1 µM] | -1% | -13%[38.3 µM] | -2% | -8%
COc1cc(NC(=O)C23CC4CC(C2)CC(n2cnc([N+](=O)[O-])n2)(C4)C3)cc(OC)c1 | 11% | 1.1% | 1% | -14% | 5% | 2% | 2%
Cn1nnnc1SCc1ccccc1[N+](=O)[O-] | -5% | 0.0% | -3%[46.1 µM] | 0% | 5%[38.3 µM] | 1% | 6%
O=C(Nc1nccs1)c1ccc(N2C(=O)[C@@H]3[C@H](C2=O)[C@H]2C=C[C@@H]3C2)cc1 | . | 12% | -5% | 5% | . | . | 5%
CCCCc1ccc(NC(=O)COc2ccc(C(=O)Nc3ccccc3C)cc2)cc1 | 1% | 2.1% | -17% | 8% | 3% | 0% | 5%
CCCCC/C=C\C/C=C\CCCCCCCC(N)=O | . | 1.1%&1.1%&-1.1% | . | 8%&-6%&7% | -12%&3%&7% | 3%&0% | 1%&-1%&-1%
O=C(CS(=O)(=O)c1c[nH]c2ccccc12)N1CCc2ccccc21 | . | 2.4% | -7% | 4% | -8% | . | -3%
O=C(CCCCCN1C(=O)c2cccc3cccc(c23)C1=O)NCc1ccco1 | . | 0.9% | 4% | 12% | . | . | -4%
CCn1cc(S(=O)(=O)CC(=O)Nc2cc(C)on2)c2ccccc21 | -8% | 0.0% | -17%[46.1 µM] | 2% | -5%[38.3 µM] | 0% | 0%
CS(=O)(=O)N1CCN(c2ccc(NC(=O)c3ccc(Br)o3)cc2)CC1 | -6% | -8.7% | -4%[46.1 µM] | 11% | -13% | 0% | -2%
O=C(Cc1ccc(Cl)c(Cl)c1)Nc1cccc2ncccc12 | ? | -0.4% | -2% | -17% | 7% | -6% | 1%
COCCN(C(=O)CCC(=O)Nc1cccnc1)C(C(=O)NC1CCCCC1)c1ccccc1 (stereo not given) | 1% | 2.6% | -7%[46.1 µM] | 4% | -4%[38.3 µM] | -1% | 1%
COc1ccc(NC(=O)N2CCC(O)(c3cccnc3)CC2)c(OC)c1 | 29% | -1.1% | -11%[46.1 µM] | 9% | 11%[38.3 µM] | -3% | 2%
O=C(Nc1nnc(-c2ccc(Cl)cc2)o1)Nc1ccccc1Cl | 12% | 0.1% | 2%[46.1 µM] | 3% | 2%[38.3 µM] | -1% | -2%
O=C(NC1CCCCC1)c1cc(-c2ccccn2)nc2ccccc12 | 11%[46 µM] | -0.5% | -8% | 3% | 9% | 1% | -3%
Cc1onc(-c2c(Cl)cccc2Cl)c1C(=O)N=C(N)N1CCCC1 | . | 1.6% | 18% | 9% | . | . | -4%
S=c1[nH]nc(-c2cc(-c3ccccc3)n[nH]2)n1/N=C/c1ccc(Br)s1 | . | 1.5% | 50% | -27% | . | . | 5%
COC(=O)c1cc(-c2c(C)nn(-c3ccccc3)c2C)n[nH]1 | -20% | -1.1% | -12%[46.1 µM] | 7% | 19%[38.3 µM] | 0% | 2%
COc1ccc(C(=O)NNC(=O)c2cc3cccc(OC)c3oc2=O)cc1 | -8%[46 µM] | 3.2% | 11% | 14% | -1% | -2% | 1%

Whole records, looked up by structure.
COc1cccc(NC(=O)c2ccccc2-c2nc(-c3ccc(F)cc3)no2)c1 is entered as Lamin A splicing = -13%; Epigenetic reg = -0.8%; NPSR antag = -16%[46.1 µM]; CBFb-RUNX1 inh = 0%; IMPase Li inh = 15%[38.3 µM]; KinaseGlo FLuc = -1%; aGal spleen mod = -6%
O=C(CS(=O)(=O)c1c[nH]c2ccccc12)N1CCc2ccccc21 is entered as Lamin A splicing = .; Epigenetic reg = 2.4%; NPSR antag = -7%; CBFb-RUNX1 inh = 4%; IMPase Li inh = -8%; KinaseGlo FLuc = .; aGal spleen mod = -3%

Next section:
SMILES | Lamin A splicing | Epigenetic reg | NPSR antag | CBFb-RUNX1 inh | IMPase Li inh | KinaseGlo FLuc | aGal spleen mod
O=c1c2ccccc2nc2c3ccccc3c(NCCN3CCOCC3)nn12 | ? | 1.5% | -1%[46.1 µM] | 1% | 21%[38.3 µM] | -5% | 7%
O=C(NCC1CCCO1)c1ccccc1S(=O)(=O)c1ccc([N+](=O)[O-])cc1 (stereo not given) | -10%[46 µM] | -0.4% | 12% | 9% | 4% | 3% | -2%
OCC1(CCOc2ccccc2)CCN(Cc2cccn2-c2ncccn2)CC1 | . | 1.1% | -13% | 7% | 15% | . | 4%
Cc1cccc(CCNC(=O)C2CCN(S(=O)(=O)c3cccc4nsnc34)CC2)c1 | 9% | 0.7% | -15%[46.1 µM] | 0% | 40%[activator][38.3 µM] | 20% | -1%
CC(=O)Oc1ccccc1N(C(C)=O)S(=O)(=O)c1cccc([N+](=O)[O-])c1 | ? | 2.2% | -1% | -9% | 4% | 0% | 1%
CCN(CC)C(=O)CSc1nnc(-c2ccccc2)n1N | 5% | -0.8% | -2%[46.1 µM] | 2% | -7%[38.3 µM] | -1% | -2%
CC(=O)Nc1cccc(/C(C)=N/NC(=O)c2cc(-c3ccncc3)nc3ccccc23)c1 | . | 1.1% | 3%[7.67 µM] | 1% | . | . | -5%
O=C(O)c1cc2nc(-c3ccc(F)cc3)cc(C(F)(F)F)n2n1 | 1% | -0.7% | -29%[46.1 µM] | 7% | -24%[38.3 µM] | -2% | -2%
CCCN1CCN(CCCNC(=O)C2CCN(c3nnc(-n4cccc4)s3)CC2)CC1 | 12% | -0.9% | -18%[46.1 µM] | -3% | 12%[38.3 µM] | 1% | -7%
Cc1c(Br)cc(-c2nnco2)cc1Br | ? | 11% | 5%[46.1 µM] | 5% | -15%[38.3 µM] | -3% | 2%
C/C(CC1(O)C(=O)N(Cc2ccccc2)c2ccccc21)=N\O (stereo not given) | 6% | -2.4% | -22%[46.1 µM] | 2% | -13%[38.3 µM] | -1% | 0%
OC(CN1CCN(c2ccccn2)CC1)Cn1c2ccc(Cl)cc2c2cc(Cl)ccc21 (stereo not given) | ? | 0.0% | -12%[46.1 µM] | 4% | 12%[38.3 µM] | -3% | 3%
O=C(c1cccc(F)c1)N1CCC2(CCN(Cc3cc(C(F)(F)F)cc(C(F)(F)F)c3)CC2)CC1 | . | . | . | . | 30%[activator] | 0% | 2%
COC(=O)c1cc(C#N)c(OC)nc1C | 8%[46 µM] | -1.5% | 3% | 15% | 1% | 6% | 0%
COC(=O)C1=C(N)Oc2cc(C)[nH]c(=O)c2C1c1cc(OC)c(OC)c(OC)c1 (stereo not given) | 8% | 0.1% | -9%[46.1 µM] | 1% | 0%[38.3 µM] | -2% | -2%
Cc1ccc(-n2nc3c(=S)[nH]nc(C)c3c2C)cc1 | -5% | 2.8% | ? | 8% | 4.5µM* | 6% | -1%
Cc1cc2nc(N3C(=O)CNC3=S)sc2cc1C | ? | 1.7% | -43% | -3% | 9% | -6% | -2%
C/C1=C/CC(C)(C)/C=C/C/C(C)=C/CC1 | -25% | -0.2% | . | . | -2% | 0% | 20%
Cc1cnc(NC(=O)c2cccc(S(=O)(=O)N3CC(C)OC(C)C3)c2)s1 (stereo not given) | -6%[46 µM] | 0.0% | -17% | -12% | 22% | -2% | 0%
